High-throughput results from PubChem.
b-catenin transl: modulators of beta-catenin nuclear translocation, primary screen, imaging, HeLa cells, immunofluorescence, high-content | nuclear translocation activity, % at 5 µM | hit rate 0.3% among 190,000 | AID 1665, 2009;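 active = nuclear translocation activity above 50% at 5 µM, with a well cell count of 50 or more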;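 also: per-cell ratio of nuclear to cytoplasmic median beta-catenin stain intensity; plate controls were DMSO negative control for no effect and GSK-3 inhibitor IX positive control for full effect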
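Signal – beta-catenin immunofluorescence imaging with DAPI · Test system – human HeLa cell line · Dosing – 5 µM primary single dose, 0.1% DMSO, 0.02–20 µM confirmation series · Measure – % activation, nuclear-to-cytoplasmic median beta-catenin signal ratio per cell · Incubation – 24 h compound exposure at 37°C, 5% CO2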
Ins promoter up: insulin promoter activators in MIN6 cells, imaging, high-content screening, mouse beta cells; AID 1625, 2009; z-score at 5 µM; hit rate 0.3% among 190,000; MIN6 insulin promoter-GFP reporter; hits give high values;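 active = z-score above 3 at 5 µM with at least 500 cells counted in the well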
Autophagy HCS: autophagy modulators in MEF cells, primary screen, imaging, high-content, MEF GFP-LC3. MEF GFP-LC3 puncta imaging; test concentration mostly 10 µM. calls only at 10 µM (by protocol). hit rate 0.98% among 190,000. AID 463193, 2010;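 active = percentage of spot-positive cells more than 3 SD above its plate mean, without a fluorescence outlier flag or 80% toxicity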;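 also: spot-positive cell cutoff set from DMSO-treated cells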
HEK293 NOD2/NF-kB: NOD2 signaling inhibitors, cell-based, luminescence, uHTS, HEK293 (AID 1566). HEK293 NOD2/NF-kB luciferase reporter, luminescence; higher % means a stronger effect. one-dose inhibition, % at 4 µM; EC50 in µM for titrated hits. hit rate 0.63% among 290,000; in the data active = inhibition above about 50%; also: many of its hits are not listed in these tables
MT stabilize HCS: microtubule stabilizers in HeLa cells, primary screen, imaging, high-content imaging; % tubulin-high responders, % at 10 µM; HeLa tubulin immunostaining HCS, 24 h; share of cells brighter than vehicle mean+2SD; hit rate 0.83% among 200,000;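 active = plate Z-score above 3 for both tubulin-high and condensed-nucleus cell shares, with cell loss under 80%, at 10 µM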;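 also: anti alpha tubulin signal scored within the nucleus-defined area of each cell; some results filed as inactive read as strong as hits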
Dynein transport: inhibitors of GR-EGFP nuclear translocation, primary screen, dynein cargo transport inhibitor project, imaging, high-content, 3617.4 mouse cells | z-score, hits read low | hit rate 0.47% among 220,000 | test concentration mostly 20 µM; stimulated with dexamethasone, 1 µM; hits give low values;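 active = plate z-score of nuclear minus cytoplasmic receptor signal below a set negative limit, without overly bright fluorescence or cell loss, cut at about -3.5 in these data, passing the limit was not always enough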;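 also: z-score of nuclear minus cytoplasmic ring GR-EGFP intensity difference per well; some compounds called inactive have numbers as strong as hits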
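Medium: Induction medium lacking tetracycline, stripped serum | Probe or stimulus: 1.0 µM final dexamethasone stimulus | Schedule: 48 h induction, then 1 h compound, then 30 min agonist, 37 °C | Signal: Automated 10x imaging of fixed Hoechst-stained cells | Evaluation: Per-cell GR-EGFP intensity, nucleus versus surrounding cytoplasmic ring, well-averaged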
Yfh1-off respiration: enhancers of respiration in Yfh1-depleted yeast, dose response, Friedreich's ataxia, plus single-dose screen (AID 1465) | S. cerevisiae Yfh1-off respiration, WST-1 reduction, 72 h; higher fold induction means a stronger effect | fold induction at 50 µM, or EC50 in µM where a hit was titrated | hit rate 0.074% among 220,000;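 active = fold induction of absorbance versus untreated yeast above a set limit, then at least 30% activation at any dose in follow-up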;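 also: activators that raise dye reduction in frataxin-depleted yeast; strong numbers were not always called active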
Hep lipid drop: inhibitors of hepatocyte lipid droplet formation, primary screen, imaging, high-throughput imaging, BODIPY stain. AML12 mouse hepatocytes, oleate lipid droplets. inhibition, % at 6.5 µM. hit rate 0.4% among 240,000. AID 1656, 2009;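 active = lipid droplet intensity inhibited by at least 50%, with more than 500 cells counted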
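Material – AML12 mouse liver cells · Also added – oleate loading, 100 µM · Compound dosing – 6.5 µM single-point dosing · Times – overnight treatment with compound plus oleate · Measured by – fluorescence imaging, 20x objective, two fields per well · Read-out – percent inhibition of filter-corrected integrated lipid droplet intensity per well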
WT yeast gro inh: growth inhibition of WT strain, primary screen, mitochondrial fusion inhibitor project, WT and mutant strains, chemical genetic. hit rate 2.1% among 190,000. mitochondrial fusion phenotypic screen. AID 1362, 2008. inhibition, % at 10 µM; in the data active = inhibition above about 58%; tested in S. cerevisiae
WT yeast gro inh mutant strain: also measured in WT yeast gro inh; calls as there; inhibition, %; mitochondrial fusion phenotypic screen, mutant strain inhibition
Dynein transport cytoplasmic EGFP: second read-out of Dynein transport, no call of its own (marks repeat the call); z-score; measured here: cytoplasmic GR-EGFP intensity; hits give high values
Dynein transport nuclear GR-EGFP: recorded beside Dynein transport, whose call it bears; z-score; measured here: nuclear GR-EGFP intensity;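 lower value marks the stronger effect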
Dynein transport cell count: recorded beside Dynein transport, whose call it bears; z-score; measured here: cell count per field
Ins promoter up cell count: also measured in Ins promoter up; calls as there; cell count; measured here: cytotoxicity, nuclei count;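 total cells summed across four imaged fields per well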
Hep lipid drop cells 6.5 µM: further read-out of Hep lipid drop, marked with its call; cell count; measured here: cell count, cytotoxicity flag;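 cells counted across two imaged fields per well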
b-catenin transl cell count 5 µM: also measured in b-catenin transl; calls as there; cell count; measured here: cell count, cytotoxicity flag
MT stabilize HCS Hoechst-high %: also measured in MT stabilize HCS; calls as there; % Hoechst-high responders; measured here: nuclear condensation Hoechst responders;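 share of cells brighter than vehicle mean plus two SD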
MT stabilize HCS cytotoxicity %: further read-out of MT stabilize HCS, marked with its call; toxicity, %; measured here: cytotoxicity by cell density;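 0% = mean cell density of plate MIN control wells and 100% = no cells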
Autophagy HCS cell loss 18 h: recorded beside Autophagy HCS, whose call it bears; toxicity, %; measured here: cell loss, nuclei count;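 cell loss after 18 h compound exposure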
* = called active by the depositor; i = inactive; x = no result given. This is a subset; rates above refer to the full screens.

SMILES	b-catenin transl	b-catenin transl cell count 5 µM	Ins promoter up	Ins promoter up cell count	Autophagy HCS	Autophagy HCS cell loss 18 h	HEK293 NOD2/NF-kB	MT stabilize HCS	MT stabilize HCS Hoechst-high %	MT stabilize HCS cytotoxicity %	Dynein transport	Dynein transport cytoplasmic EGFP	Dynein transport nuclear GR-EGFP	Dynein transport cell count	Yfh1-off respiration	Hep lipid drop	Hep lipid drop cells 6.5 µM	WT yeast gro inh	WT yeast gro inh mutant strain
Cc1ccc(S(=O)(=O)Nc2cc(-c3ccc(Cl)cc3)nn2C)cc1	-1.9	1172	x	x	x	x	-2%	x	x	x	0.79	-0.26	0.26	0.54	i	6	678	x	x
COc1cc(/C=N/NC(=O)c2ccc(-n3cccc3)cc2)ccc1O	-1.9	525	-0.11	1371	i	8	21%	4.6	1.5	3.7	2.4	-0.24	0.95	-1.4	i	-14	668	27	3
COc1ccc(-n2ncc3c(NCC(C)C)ncnc32)cc1	-2.1	1254	-0.57	1042	i	2	4%	4.2	2.2	10.0	-0.58	-0.18	-0.014	0.93	i	0	678	10	1
CC(C)CCNC(=O)C(c1ccncc1)N(CC1CCCO1)C(=O)Cn1nnc(-c2ccc(F)cc2)n1 (stereo not drawn)	1.1	1513	-1.1	1765	i	31	17%	4.2	1.7	4.5	0.6	0.23	0.67	-0.98	i	0	691	2	2
COc1ccc(C2C(C#N)=C(N)SC(N)=C2C#N)cc1OC	x	x	0.12	1284	i	0	-5%	5.0	2.0	3.9	0.23	-0.25	0.25	-0.17	i	-6	663	-10	6
CC1Cc2ccccc2N1C(=O)Cn1c(=O)oc2cc(S(=O)(=O)NC3CCCC3)ccc21 (stereo not drawn)	x	x	1.9	881	i	1	-24%	1.8	3.2	12	-0.22	-0.16	0.015	0.0077	i	x	x	-11	-11
CC(=O)c1ccc(N2CCN(C(=S)Nc3ccccc3)CC2)cc1	-3.0	1096	0.34	1882	i	-2	-15%	1.2	2.9	11	0.53	-0.15	-0.034	-0.5	i	-1	650	3	20
Cc1cnn(-c2cc(N/N=C/c3ccc(F)cc3)ncn2)c1	7.7	1395	-0.17	1547	i	-22	-27%	3.8	2.0	3.3	1.1	-0.2	0.93	-0.12	i	x	x	10	4
O=C(CCS(=O)(=O)c1ccc(Cl)cc1)Oc1ccc2c(c1)OCO2	-3.9	1014	-0.07	1247	i	24	18%	3.1	1.9	3.4	-0.3	-0.12	0.26	0.6	i	x	x	5	38
CCOc1cc(/C=N/NC(=O)c2nn(C)cc2Br)ccc1OCc1ccccc1Cl	x	x	0.05	1060	i	-1	16%	3.6	3.7	1.1	-0.31	-0.3	-0.4	0.11	i	-27	676	28	0
Cc1cc(C)nc(N/N=C2/CCCC/C2=C\c2ccccc2)n1	-2.5	1115	-1.9	658	i	7	-14%	6.1	1.5	6.7	0.61	-0.27	-0.061	0.72	i	4	684	30	19
N#CCCN(Cc1cccnc1)C(=O)Nc1ccc(Cl)c(Cl)c1	1.1	1032	0.07	1885	i	-3	10%	2.4	0.2	23	0.53	-0.24	0.28	-1.1	i	-5	634	11	10
COc1ccc(CCN2C(=O)c3[nH]nc(-c4ccccc4O)c3C2c2cccc(O)c2)cc1OC (stereo not drawn)	1.2	1149	-2.1	1174	i	8	15%	3.5	3.2	11	-0.077	-0.32	0.097	-0.25	i	x	x	5	-9
Cc1ccc(Cn2ccc(O)c(Cc3ccccc3)c2=O)cc1	-0.7	950	-0.43	1589	i	-11	-8%	2.6	2.0	5.2	-0.93	0.18	-0.33	1	i	34	619	-8	-1
Cc1ccc2nc(NC(=O)[C@H](C)N3C(=O)C4CC=CCC4C3=O)sc2c1 (stereo partly drawn)	-1.0	1008	0.84	1175	i	-16	-8%	2.0	1.9	5.9	1.2	-0.057	0.16	-1.5	i	2	722	32	-9
O=C(/C=C/c1ccc(Br)o1)NC(c1ccccc1)c1ccccc1	0.2	1042	0.26	1420	i	16	8%	1.1	1.7	6.2	0.21	-0.21	0.22	-0.037	i	8	687	63*	37*
S=C(NCCCNC(=S)Nc1ccccc1)Nc1ccccc1	-2.7	479	0.04	1281	i	-3	-7%	2.9	1.6	2.7	1.5	-0.26	0.22	-0.41	i	15	763	21	15
CCOc1ccc(-n2c(SCC(=O)NCc3ccco3)nc3c([nH]c4ccccc43)c2=O)cc1	x	x	x	x	i	-8	x	5.4	3.7	5.9	0.25	2.3	1.2	-4	i	x	x	-1	-12
CCN1C(=O)/C(=C/c2cnn(CC)c2C)SC1=S	-1.8	589	0.05	1296	i	-9	-32%	2.6	2.6	6.8	-0.62	-0.25	-0.57	0.21	i	-4	678	2	-14
CC(C)NC(=O)c1sc2c(c1C(=O)Nc1cccnc1)CCCC2	1.4	1310	-0.09	1063	x	x	10%	x	x	x	-0.082	-0.14	-0.12	-0.06	i	7	771	x	x
CC1(C)CC(NC(=S)Nc2ccc([N+](=O)[O-])cc2)CC(C)(C)N1	1.7	952	1.3	1524	i	11	-9%	2.0	1.0	5.5	-1.3	-0.25	-0.76	2.2	i	-1	714	-6	9
CNC(=S)N1C2CCC1CC(NC(=O)NC13CC4CC(CC(C4)C1)C3)C2 (stereo not drawn)	-1.3	1107	-0.39	1793	i	-9	-8%	2.6	1.6	6.1	-0.33	-0.024	-0.31	-0.14	i	-1	592	10	22
Cc1ccc(N=C2NC(=O)C(CC(=O)NCc3ccccc3)S2)cc1C (stereo not drawn)	x	x	0.21	1311	i	2	0%	2.8	4.0	7.3	0.12	-0.32	-0.098	-0.027	i	2	688	-7	-15
CCNC(=S)NNc1nc(N2CCCCC2)nc(N2CCOCC2)n1	-1.9	1146	0.4	1161	i	8	13%	3.8	1.9	3.6	-0.01	-0.17	0.077	0.26	i	-9	740	-3	-7
CC(=O)c1ccc2c3c(cccc13)C(=O)N(c1c(C)nn(C)c1C)C2=O	1.4	961	-0.44	1159	i	1	10%	2.2	2.3	12	-0.93	-0.21	-1.1	0.015	i	-12	624	8	17
CCS(=O)(=O)N1CCC(C(=O)NCc2ccc(F)cc2)CC1	x	x	-0.09	947	i	0	12%	1.1	1.2	9.7	-0.91	0.048	-0.14	0.65	i	-6	781	30	22
Cc1cc(-c2c(C)[nH]n(-c3ccc(Cl)cc3)c2=O)n(-c2ccc(Cl)cc2)n1	0.5	1396	0.88	1556	i	0	20%	1.4	1.6	1.2	-0.64	-0.22	-0.38	0.39	i	x	x	1	-4
CCN(CC)c1ccc(/C=N/NC(=O)CNC(=O)c2ccccn2)cc1	x	x	x	x	i	25	-1%	1.5	1.1	1.0	0.56	-0.25	0.46	0.085	i	13	715	6	5
CC1(C)CC2CC(C)(CN2C(=O)Cc2ccccc2)C1 (stereo not drawn)	3.6	544	x	x	i	-3	-11%	3.5	2.1	5.1	-0.27	-0.23	-0.31	0.39	i	-70	644	-13	-3
CCOc1ccc(NC(=O)NCC2CCN(c3ccc(OC)cc3)C2)cc1 (stereo not drawn)	x	x	0.4	950	i	-6	7%	2.2	1.6	4.3	-1.4	-0.048	-0.44	1.3	i	17	805	0	-7
Cc1ccc(-n2nnnc2SCC(=O)NC2CCCc3ccccc32)cc1 (stereo not drawn)	-0.4	1075	0.06	1533	i	-12	17%	2.1	2.0	5.5	-0.61	-0.26	-0.36	0.73	i	-31	619	23	-5
C=CCn1c(CNC(=O)c2ccccc2F)nnc1SCC(=O)NC(C)c1ccccc1 (stereo not drawn)	-1.5	963	-0.07	1433	i	11	-17%	6.6	0.8	1.8	0.14	-0.28	0.27	-0.6	i	-8	732	3	7
CC1=C(C(=O)Nc2cccnc2)C(c2cccnc2)n2ncnc2N1 (stereo not drawn)	-1.8	561	-0.13	1323	i	-7	14%	5.5	2.9	11	2.4	0.13	1.1	-1.3	i	25	635	0	-8
COc1ccc(C(=O)N2CCCC2)cc1S(=O)(=O)N1CCC(C)CC1	0.2	1165	-0.14	1025	i	2	7%	1.6	1.0	4.2	1.4	-0.21	1	0.24	i	x	x	7	1
CSc1ccccc1NC(=O)CN(C)CC(=O)Nc1ccccc1F	2.5	938	-0.17	1296	i	-6	10%	2.1	3.4	9.2	-0.93	-0.33	-0.79	1.5	i	10	653	-18	10
Cc1ccc2c(c1)nnc1nnc(SCC(=O)O)n12	0.3	1212	0.8	999	x	x	6%	x	x	x	-0.53	-0.22	0.15	0.4	i	-1	582	x	x

Two entries picked at random from those above, as already listed:
SMILES	b-catenin transl	b-catenin transl cell count 5 µM	Ins promoter up	Ins promoter up cell count	Autophagy HCS	Autophagy HCS cell loss 18 h	HEK293 NOD2/NF-kB	MT stabilize HCS	MT stabilize HCS Hoechst-high %	MT stabilize HCS cytotoxicity %	Dynein transport	Dynein transport cytoplasmic EGFP	Dynein transport nuclear GR-EGFP	Dynein transport cell count	Yfh1-off respiration	Hep lipid drop	Hep lipid drop cells 6.5 µM	WT yeast gro inh	WT yeast gro inh mutant strain
Cc1ccc(-n2nnnc2SCC(=O)NC2CCCc3ccccc32)cc1 (stereo not drawn)	-0.4	1075	0.06	1533	i	-12	17%	2.1	2.0	5.5	-0.61	-0.26	-0.36	0.73	i	-31	619	23	-5
Cc1ccc2c(c1)nnc1nnc(SCC(=O)O)n12	0.3	1212	0.8	999	x	x	6%	x	x	x	-0.53	-0.22	0.15	0.4	i	-1	582	x	x
